Screening results: PubChem, several laboratories
Bcl-XL Bim block – inhibitors of Bim-Bcl-XL binding, primary screen, biochemical, multiplexed, bead flow cytometry, human Bcl-XL | Bcl-2-like protein 1 (Homo sapiens), Q07817 | AID 1007, 2008 | Bim peptide-Bcl-XL binding, fluorescence | 190,000 tested, 0.04% active | inhibition, % at 10 µM
Target sequence (Q07817 whole entry, looked up): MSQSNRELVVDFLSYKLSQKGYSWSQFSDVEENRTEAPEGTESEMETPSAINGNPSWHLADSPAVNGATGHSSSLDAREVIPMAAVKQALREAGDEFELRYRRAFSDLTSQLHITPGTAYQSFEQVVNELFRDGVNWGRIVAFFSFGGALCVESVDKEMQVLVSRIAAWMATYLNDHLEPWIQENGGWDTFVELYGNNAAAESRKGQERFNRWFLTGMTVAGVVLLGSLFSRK
Bcl-W Bim block – inhibitors of Bim binding to Bcl-W, primary screen, biochemical, multiplexed, bead-based flow cytometry; 190,000 tested, 0.02% active; AID 952, 2007; Bcl-2-like protein 2 (Homo sapiens), Q92843; inhibition, % at 10 µM; Bim peptide-Bcl-W binding;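 also: 0% = bound tracer without compound and 100% = peptide blocker; higher means less fluorescent Bim peptide bound to Bcl-W beads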
Target sequence (Q92843 whole entry, looked up): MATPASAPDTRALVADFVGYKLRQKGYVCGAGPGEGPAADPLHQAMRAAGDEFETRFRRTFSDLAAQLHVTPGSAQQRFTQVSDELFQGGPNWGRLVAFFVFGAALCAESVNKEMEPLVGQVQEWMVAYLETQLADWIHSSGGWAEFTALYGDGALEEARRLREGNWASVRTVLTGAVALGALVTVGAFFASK
Bim-Bcl-2 – inhibitors of Bim-Bcl-2 binding, primary screen, biochemical, multiplexed, human Bcl-2 family; Apoptosis regulator Bcl-2 (Homo sapiens), P10415; Bead-based flow cytometry, Bim peptide-Bcl-2 binding; inhibition, % at 10 µM; 190,000 tested, 0.06% active; AID 950, 2007; in the data active = inhibition above about 40%; inconclusive = no clear call, values can overlap the other calls;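 also: 0% = no compound wells with probe peptide and 100% = reference peptide inhibitor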
RGS8-Gao reg – RGS8-Galphao binding modulators, primary screen, biochemical, multiplexed bead flow cytometry. 220,000 tested, 0.34% active. Guanine nucleotide-binding protein G(o) subunit alpha (Homo sapiens), P09471. response (percent of control binding), % at 10 µM. actives lie on both sides; in the data active = response below about 60% or above about 140%; inactive = in between;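 also: Galphao activated as the GDP aluminium fluoride complex binding bead-coupled RGS8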
Target sequence (P09471 whole entry, looked up): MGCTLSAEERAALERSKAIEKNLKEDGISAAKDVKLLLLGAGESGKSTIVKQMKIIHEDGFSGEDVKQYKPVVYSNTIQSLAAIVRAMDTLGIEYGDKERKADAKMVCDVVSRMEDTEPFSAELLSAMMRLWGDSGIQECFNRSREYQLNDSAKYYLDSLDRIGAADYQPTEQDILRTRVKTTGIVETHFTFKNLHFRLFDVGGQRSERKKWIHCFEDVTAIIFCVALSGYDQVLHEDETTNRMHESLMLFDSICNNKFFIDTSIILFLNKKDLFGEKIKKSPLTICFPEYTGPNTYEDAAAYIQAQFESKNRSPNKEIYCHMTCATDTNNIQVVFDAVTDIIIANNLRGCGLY
Mcl1 Noxa PPI – Mcl-1/Noxa binding inhibitors, primary screen, biochemical, TR-FRET, 1536-well; Induced myeloid leukemia cell differentiation protein Mcl-1 (Homo sapiens), Q07820; TR-FRET Mcl-1/Noxa peptide binding, 2 h; inhibition, % at 21.7 µM; 220,000 tested, 1.5% active; AID 1022, 2008;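 active = compounds that cut the protein-peptide binding signal by more than 50% relative to plate controls in a single-dose test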;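 also: His-tagged Mcl-1 with rhodamine Noxa BH3 peptide and terbium anti-His antibody; 0% = Mcl-1 plus Noxa peptide wells and 100% = peptide-only wells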
RGS4-Gao reg – modulators of RGS4 binding to Galphao, primary screen, biochemical, multiplexed bead flow cytometry; Guanine nucleotide-binding protein G(o) subunit alpha (Homo sapiens), P09471; actives lie on both sides; binding response (% of control), % at 10 µM; 220,000 tested, 0.33% active; in the data active = binding response below about 49% or above about 150%; inactive = in between;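 also: fluorescent Galphao activated with aluminum fluoride binding bead-coupled RGS4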
Bim-Bcl-B – inhibitors of Bim-Bcl-B binding, primary screen, biochemical, multiplexed, human Bcl-2 family; bead-based flow cytometry, Bim peptide-Bcl-B binding; inhibition, % at 10 µM; 190,000 tested, 0.073% active;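 also: 0% = tracer peptide without compound and 100% = reference inhibitor peptide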
Target sequence (Q9HD36 whole entry, looked up): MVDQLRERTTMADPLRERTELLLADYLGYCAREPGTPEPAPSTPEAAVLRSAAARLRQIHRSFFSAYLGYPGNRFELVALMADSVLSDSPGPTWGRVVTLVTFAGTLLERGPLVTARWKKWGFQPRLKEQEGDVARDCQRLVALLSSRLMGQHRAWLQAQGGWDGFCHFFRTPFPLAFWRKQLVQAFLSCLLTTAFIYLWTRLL
Mcl1-Bid inh – Mcl-1/Bid binding inhibitors, primary screen, biochemical, TR-FRET, 1536-well. Induced myeloid leukemia cell differentiation protein Mcl-1 (Homo sapiens), Q07820. TR-FRET Mcl-1/Bid-Dy647 peptide binding. inhibition, % at 21.7 µM. 220,000 tested, 0.97% active;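 active = compounds that cut the binding signal by more than half at the single screening dose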;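 also: His-tagged Mcl-1 with europium anti-His antibody binding Bid BH3 peptide; 0% = Mcl-1 plus peptide wells and 100% = peptide-only wells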
Mcl-1 Bim block – inhibitors of Bim peptide binding to Mcl-1, primary screen, biochemical, bead-based flow cytometry, multiplex; Bim peptide-Mcl-1 binding; AID 1009, 2008; 190,000 tested, 0.1% active; inhibition, % at 10 µM; Induced myeloid leukemia cell differentiation protein Mcl-1 (Homo sapiens), Q07820;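 also: 0% = no compound tracer wells and 100% = peptide blocker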
Bim-Bfl-1 – inhibitors of Bim binding to Bfl-1, primary screen, biochemical, multiplexed, bead-based flow cytometry. Bcl-2-related protein A1 (Homo sapiens), Q16548. Bim-Bfl-1 binding inhibition. AID 1008, 2008. 190,000 tested, 0.12% active. inhibition, % at 10 µM;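 also: 0% = wells without compound plus tracer and 100% = blocker peptide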
RGS7-Gao reg – RGS7-Galphao binding modulators, primary screen, biochemical, multiplexed bead flow cytometry; Guanine nucleotide-binding protein G(o) subunit alpha (Homo sapiens), P09471; 220,000 tested, 0.35% active; binding response (% of control), % at 10 µM; actives lie on both sides; in the data active = binding response below about 49% or above about 150%; inconclusive = no clear call, values can overlap the other calls; inactive = in between;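 also: fluorescent Galphao held in activated GDP-AlF4 state binding bead-coupled RGS7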
An asterisk follows results filed as active; ? = inconclusive; . = not tested or not shown. Rule as the data show it, unless noted: active = inhibition above about 40%.

Sequence of screens – Bim-Bcl-2	Bcl-W Bim block	RGS8-Gao reg	Mcl-1 Bim block	Bcl-XL Bim block	RGS7-Gao reg	Bim-Bfl-1	Bim-Bcl-B	RGS4-Gao reg	Mcl1 Noxa PPI	Mcl1-Bid inh
- CCOC(=O)CC12CN3CN(C1)CC(CC(=O)OCC)(C3)C2=O
 : -1	-3	98	1	-6	97	-6	-1	97	-1	0
- Cc1cccnc1NC(=O)C1COc2ccccc2O1 (centres undefined)
 : -3	-2	101	0	-4	99	-5	-4	97	1	-30
- COc1ccc(OC)c(-c2csc(NC(=O)c3ccc4c(c3)OCO4)n2)c1
 : -5	0	99	-1	0	?	-4	-1	103	-15	-30
- COc1cc(/C=N/NC(=O)c2ccccc2Cl)ccc1Oc1ccc([N+](=O)[O-])cn1
 : 2	0	103	2	-1	102	0	-5	103	-7	-11
- Cc1cc([N+](=O)[O-])nn1CCCC(=O)Nc1cccnc1Cl
 : -1	-2	102	0	-1	97	-5	-1	98	6	-6
- Cc1nnc(NC(=O)C(C)Sc2nncn2C)s1 (centres undefined)
 : -8	-1	103	-4	-5	103	-13	-9	103	8	-11
- Oc1ccc(Br)cc1-c1cc(-c2ccccc2Cl)[nH]n1
 : .	.	102	.	.	?	.	.	104	33	4
- CC(C)(C)N(NC(=O)Nc1ccc(Cl)c(Cl)c1)C(=O)c1ccccc1
 : -1	-2	100	-5	-2	98	0	-1	101	-13	6
- COc1cc(/C=N/Nc2nncn2N)ccc1OCc1c(C)no[n+]1[O-]
 : .	.	95	.	.	?	.	.	92	-11	-8
- COc1ccc(C2=C/C(=C\c3ccc(OC(C)=O)cc3)C(=O)O2)cc1
 : -1	0	101	0	-2	98	-2	-4	97	22	-12
- CCCCCCn1c(=O)[nH]c2nc3cc(N)c(C)cc3nc2c1=O
 : 7	7	100	4	7	97	7	0	97	-99	-69
- Cc1nc2ccccc2c2oc(C(=O)NCC3COc4ccccc4O3)cc12 (centres undefined)
 : -10	0	98	0	-2	96	-11	-1	103	8	8
- Cc1ccccc1S(=O)(=O)Oc1ccccc1C(=O)Oc1ccccc1
 : -2	0	103	-4	-1	102	-2	-2	107	9	-5
- COC(=O)c1cc(C(=O)Nc2ccc(C)cn2)cc([N+](=O)[O-])c1
 : -7	1	.	-1	0	.	-9	-5	.	8	-24
- CCC(CC)NC(=O)c1cccc(NC(=O)C(C)C)c1
 : -2	-2	101	-3	0	103	1	-5	104	-8	-9
- CCCS(=O)(=O)c1c(S(=O)(=O)CCC)c2ccc(C(N)=O)cn2c1C(=O)c1ccc(OC)cc1
 : -1	0	97	-3	-7	97	-5	-6	92	3	-16
- Cc1cc(C)nc(/N=C(\N)N2CCCCC2)n1
 : 0	0	100	0	0	92	-3	-1	102	22	-12
- COc1cc(OC)cc(N(C(=O)CNC(=O)c2cccs2)C(C(=O)NCC2CCCO2)c2ccc(OC)c(OC)c2)c1 (centres undefined)
 : -8	-4	113	-3	-6	112	-12	-5	103	-18	-53
- CCOC(=O)C(C)Sc1nc(C2CC2)cc(C(F)(F)F)c1C#N (centres undefined)
 : 0	0	97	-1	-2	98	0	-1	98	-3	-8
- COCCCN(C(=O)Cn1ncc2c(=O)oc3ccc(C)cc3c21)C(C)c1ccncc1 (centres undefined)
 : -8	-4	100	-4	-9	100	-8	-10	98	-9	3
- Cc1ccc(C)c(N2CCN(CCCNC(=O)Cn3cc4c(n3)CCCCC4)CC2)c1
 : -8	-7	103	-4	-11	104	-11	-11	106	-8	-14
- O=C(NNC1=NCCN1Cc1ccccc1)c1cccc(C(F)(F)F)c1
 : .	.	102	.	.	?	.	.	117	9	-9
- CC(=O)c1cccc(NS(=O)(=O)c2c(C)n[nH]c2C)c1
 : -4	-2	100	0	-3	98	0	1	103	-4	-7
- CC(C)N(C(=O)Cn1cc(SCC(=O)NCC2CCCO2)c2ccccc21)C(C)C (centres undefined)
 : -8	-4	98	-4	-1	100	-8	-4	101	16	-49
- CN1CCN(C2=NC3(CCCC3)C(C#N)C(=O)N2)CC1 (centres undefined)
 : -14	-7	99	-9	-10	98	-23	-11	98	0	-26
- O=C(COC(=O)c1cc(=O)[nH]c2ccccc12)NC(=O)NC1CCCCC1
 : -11	-1	99	-1	-4	100	-22	-12	97	1	-3
- CCN1CCN(c2nc(S(=O)(=O)c3ccc(C)cc3)c(Cl)s2)CC1
 : 0	-3	104	-1	-3	98	-9	-3	102	-9	0
- CNc1ccc(Br)cc1C(O)c1ccccc1 (centres undefined)
 : .	.	97	.	.	?	.	.	95	7	-96
- NS(=O)(=O)c1ccc(NC(=O)CN2C(=O)c3ccccc3C2=O)cc1
 : .	.	101	.	.	?	.	.	101	21	-30
- O=[N+]([O-])c1ccc2c(c1)C(O)n1nc(-c3ccc(Cl)cc3Cl)nc1S2 (centres undefined)
 : 0	-4	96	-5	-6	97	-2	-5	98	37	6
- COc1ccc(CN(Cc2cc3ccc(C)cc3[nH]c2=O)Cc2nnnn2C2CCCC2)cc1
 : -2	-3	99	-1	-4	98	-1	-8	97	-12	-4
- CC(=O)NCC(=O)N(Cc1ccco1)C1(C(=O)NC2CCCC2)CCCCC1
 : 2	-2	97	-2	-2	96	3	0	93	-6	-54
- CCCCn1c(SCC(=O)N2CCC(C)CC2)nc2cc(S(N)(=O)=O)ccc21
 : 0	-1	107	0	-1	102	0	-3	103	7	-37
- Cc1ccccc1NC(=O)c1c(C)nc(SCC(=O)OCc2ccccc2)c(C#N)c1-c1ccc(F)cc1
 : -8	-5	102	-3	-7	99	-13	-8	103	-15	-42
- CN(C)S(=O)(=O)c1cccc(NC(=S)N2CCCCC2CO)c1 (centres undefined)
 : -2	0	103	0	0	103	-1	-2	102	17	-46
- COc1ccc(CCn2c(N)cc(=O)[nH]c2=O)cc1OC
 : -1	0	101	-2	-2	?	-4	-5	103	15	-9
- CC1Cc2ccccc2N1C(=O)CO/N=C/c1ccccc1OC(F)F (centres undefined)
 : -6	-7	104	-3	-12	102	-14	-14	101	12	-8
- COc1ccc(OC)c(NC(=O)C2CCCC2)c1
 : -5	0	101	1	-4	100	-11	-8	99	0	-23
- Cc1nc2ccc(N=NN(C)C)cc2[nH]1
 : .	.	92	.	.	?	.	.	79	32	-25
- CC(C)NS(=O)(=O)c1ccc(OCC(=O)Nc2ccc(F)cc2)cc1
 : 7	-1	104	58*	5	107	0	19	100	13	-11
- CCN1CNC(=S)N(c2ccccc2C)C1
 : .	.	111	.	.	?	.	.	103	-12	-33
- COc1ccc(C(CNc2ccc(S(=O)(=O)N3CCCC3)cc2[N+](=O)[O-])N2CCCC2)cc1 (centres undefined)
 : 0	-1	101	-2	-3	98	0	-4	98	13	-56
- CCSc1ncc(C#N)c(N)n1
 : -9	1	102	0	-11	97	-9	-10	103	27	3
- COc1ccccc1NC(=O)C1=C(C)NC(=O)NC1c1ccc(C)s1 (centres undefined)
 : -4	-1	99	0	-5	90	-5	-6	101	-6	-28
- CS(=O)(=O)N1CCN(C(=O)c2c(F)cccc2F)CC1
 : -5	0	96	-3	0	97	0	-4	93	6	-20
- COc1ccccc1NC(=O)c1cnc(Nc2ccccc2OC)c2ccccc12
 : -1	1	109	1	-3	107	0	-1	106	15	13
- COCc1[nH]nc2c1C(c1ccccc1OC)C(C#N)=C(N)O2 (centres undefined)
 : -3	-6	101	-4	-7	98	-6	-3	96	12	-29
- CCCCCNCC(=O)Nc1cc(C(F)(F)F)ccc1OCCOC
 : -2	0	104	0	1	111	8	3	105	26	-18
- CCOC(=O)c1ccc(CNC(=O)Cn2nnc(-c3ccccc3)n2)o1
 : 0	-1	95	0	-2	100	-6	1	94	-5	-18
- COCCN1C(=O)c2cc(C(=O)Nc3cccc(F)c3)ccc2C1Nc1cccc(F)c1 (centres undefined)
 : -3	-3	100	-6	-6	98	-2	-4	97	14	-1
- O=C(CCS(=O)(=O)c1ccc(Cl)cc1)NCCN1C(=O)S/C(=C\c2ccccc2F)C1=O
 : 0	-10	100	-8	-5	101	-4	-6	102	16	-1
- CC(Cc1n[nH]c(=S)o1)c1ccccc1 (centres undefined)
 : -8	-4	102	-5	-9	104	-1	-31	98	4	-41
- O=C(COC(=O)CCc1ccc(S(=O)(=O)N2CCOCC2)cc1)Nc1ncc(C(F)(F)F)cc1Cl
 : -2	0	99	-2	1	96	-1	-3	99	2	-6
- CCc1cc2c(=O)c(-c3cnn(-c4ccccc4)c3)c(C)oc2cc1OCC(=O)Nc1ccc(F)c(F)c1
 : 0	-3	102	-6	-6	106	0	-2	103	-48	5
- CSCCC(NC(=O)c1ccc(=O)n(C)n1)c1nc2ccccc2[nH]1 (centres undefined)
 : -9	2	97	3	-11	93	-8	-5	94	14	-25
- C(=N\c1ncnc2sccc12)/NOCc1ccccc1
 : -3	-5	98	-9	-3	101	-2	-1	103	1	2
- COc1cc2c(cc1OC)CN(C(=O)Cc1ccc(OC)c(S(=O)(=O)N3CCOCC3)c1)CC2
 : -7	4	99	1	4	98	-8	-5	98	10	-36
- C=CCOc1ccc(C2N3CC4(C)CN2CC(CCC)(C3)C4=O)cc1 (centres undefined)
 : -4	-4	99	0	-3	97	-3	0	103	6	-28
- CCOC(=O)c1ccc(NC(=S)N2CCN(CCN=CC3=C(O)CC(C)(C)CC3=O)CC2)cc1
 : -4	-1	99	-6	-2	95	-3	-5	96	4	-32
- COc1c(C)cccc1C(=O)Nc1ccc(CN2CCCCC2)cc1
 : 0	0	103	1	0	98	0	2	99	13	-5

The list goes on:
Sequence of screens – Bim-Bcl-2	Bcl-W Bim block	RGS8-Gao reg	Mcl-1 Bim block	Bcl-XL Bim block	RGS7-Gao reg	Bim-Bfl-1	Bim-Bcl-B	RGS4-Gao reg	Mcl1 Noxa PPI	Mcl1-Bid inh
- O=C(/C=C/Nc1cccc(C(F)(F)F)c1)C(F)(F)F
 : 2	-1	101	-2	-3	101	-1	0	100	-7	-16
- COC(=O)C1=C(C(=O)c2ccccc2)C(c2ccc(OC)c(OC)c2)Nc2nnnn21 (centres undefined)
 : 1	0	98	2	-2	102	-12	-6	96	10	-23
- CC(=O)c1cnc(Nc2cccc(C)c2)s1
 : 0	0	108	-1	-1	101	-7	-3	103	1	-18
- Clc1ccc(OCCSc2ncccn2)cc1
 : -4	-3	100	-5	-5	94	-7	-2	99	2	10
- CC(C)c1ccc(S(=O)(=O)N2CCN(C(=O)c3cccc(F)c3)CC2)cc1
 : -10	0	102	-2	-8	105	-10	-6	102	.	-13
- N#CC(C#N)=Cc1ccc(NC(=O)c2ccc(Br)cc2)cc1
 : .	.	101	.	.	?	.	.	96	2	2
